From PubChem
ER stress surv: ER stress cell death inhibition | relative survival (cellular ATP), % at 15 µg/mL (by protocol) | AID 1010 | actives 0.33% (n = 48,000) | CSM14.1 thapsigargin ER stress survival, ATP luminescence;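 active means survival measured by cellular ATP above 50% at 15 µg/ml in the first screen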;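 further: cell death triggered by about 15 µM thapsigargin; ATP read 24 h after thapsigargin was added; plate controls were thapsigargin with DMSO for no effect and DMSO without thapsigargin for full effect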
Starred values were filed as active, the others as inactive.

Start of the data: the first 17 records as a preview:
SMILES | ER stress surv
Cc1ccc(C(=O)N/C(=C/c2ccc(-c3ccccc3[N+](=O)[O-])o2)C(=O)NCc2ccco2)cc1 | -4
CCOc1ccccc1NC(=O)COc1c(C)cc(C)cc1C | 2
Cc1cc(N2C(=O)NC(=O)/C(=C\c3ccc(N4CCCCC4)o3)C2=O)ccc1Br | 1
Cc1ccc(/C=C/C(=O)Nc2ccc(F)c([N+](=O)[O-])c2)cc1 | 5
CCCC(C)NC(=O)c1ccc(OC)c([N+](=O)[O-])c1 (stereo not drawn) | 2
CC(=NCc1ccccc1)c1c(O)[nH]c2ccccc12 | 0
O=C(NCCCN1CCOCC1)c1ccc(C#Cc2ccccc2)cc1 | -8
CC(O)c1cccc(NC(=O)c2nn3c(c2Cl)NC(c2ccco2)CC3C(F)(F)F)c1 (stereo not drawn) | 6
Cc1cc(C)c2nc(Nc3nc4ccccc4c(=O)[nH]3)nc(C)c2c1 | -1
CC(=O)N1c2ccc(N)cc2C(C)(c2ccccc2)CC1(C)C (stereo not drawn) | 8
CCSc1nnc(NC(=O)c2ccc([N+](=O)[O-])cc2[N+](=O)[O-])s1 | 9
O=C(O)c1ccccc1N=Cc1cc(Cl)ccc1O | 17
COC(=O)c1ccc(-n2c(C)cc(/C=C3/SC(N)=NC3=O)c2C)cc1 | -2
COC(=O)c1ccc(COc2ccc3c(-c4ccccc4)cc(=O)oc3c2C)cc1 | 13
COCCCNC(=S)Nc1ccc(Cl)cc1Cl | 10
N#C/C(=C\c1ccc(-c2cccc(Cl)c2)o1)c1ccccc1 | 3
CCCCOC(C)n1cc(C)c(=O)[nH]c1=O (stereo not drawn) | -1

Main list, repeating the preview:
SMILES | ER stress surv
Cc1ccc(C(=O)N/C(=C/c2ccc(-c3ccccc3[N+](=O)[O-])o2)C(=O)NCc2ccco2)cc1 | -4
CCOc1ccccc1NC(=O)COc1c(C)cc(C)cc1C | 2
Cc1cc(N2C(=O)NC(=O)/C(=C\c3ccc(N4CCCCC4)o3)C2=O)ccc1Br | 1
Cc1ccc(/C=C/C(=O)Nc2ccc(F)c([N+](=O)[O-])c2)cc1 | 5
CCCC(C)NC(=O)c1ccc(OC)c([N+](=O)[O-])c1 (stereo not drawn) | 2
CC(=NCc1ccccc1)c1c(O)[nH]c2ccccc12 | 0
O=C(NCCCN1CCOCC1)c1ccc(C#Cc2ccccc2)cc1 | -8
CC(O)c1cccc(NC(=O)c2nn3c(c2Cl)NC(c2ccco2)CC3C(F)(F)F)c1 (stereo not drawn) | 6
Cc1cc(C)c2nc(Nc3nc4ccccc4c(=O)[nH]3)nc(C)c2c1 | -1
CC(=O)N1c2ccc(N)cc2C(C)(c2ccccc2)CC1(C)C (stereo not drawn) | 8
CCSc1nnc(NC(=O)c2ccc([N+](=O)[O-])cc2[N+](=O)[O-])s1 | 9
O=C(O)c1ccccc1N=Cc1cc(Cl)ccc1O | 17
COC(=O)c1ccc(-n2c(C)cc(/C=C3/SC(N)=NC3=O)c2C)cc1 | -2
COC(=O)c1ccc(COc2ccc3c(-c4ccccc4)cc(=O)oc3c2C)cc1 | 13
COCCCNC(=S)Nc1ccc(Cl)cc1Cl | 10
N#C/C(=C\c1ccc(-c2cccc(Cl)c2)o1)c1ccccc1 | 3
CCCCOC(C)n1cc(C)c(=O)[nH]c1=O (stereo not drawn) | -1
Cc1ccc(C)c(N=C2NC(=O)/C(=C/c3ccc(N4CCOCC4)cc3)S2)c1 | -7
Cc1ccc(N=C2SC(C(=O)O)CC(=O)N2C)cc1Cl (stereo not drawn) | -2
CSc1ccc(S(=O)(=O)N(CC(=O)Nc2ccc(C)cc2C)c2ccc(C)cc2)cc1 | -1
C(=N/N1CCN(c2ccccc2)CC1)/c1ccccn1 | 4
Cc1ccc(S(=O)(=O)N/N=C/c2ccc3c(c2)OCO3)cc1[N+](=O)[O-] | 1
O=C(CCN1C(=O)/C(=C\c2cccs2)SC1=S)Nc1ccc(Cl)cc1 | 2
COc1cc2c(cc1OC)C1(CCOCC1)CN(C)C2 | -3
COc1ccc(NC(=O)COC(=O)C(CCSC)NC(=O)c2ccccc2)cc1 (stereo not drawn) | 7
Cn1c2c(c(=O)[nH]c1=O)C(c1cccc(Cl)c1Cl)C1=C(N2)c2ccccc2C1=O (stereo not drawn) | 5
Cc1cccc(NC(=O)c2ccccc2NC(=O)c2cccs2)c1C | 7
COc1ccc(/C=N/Nc2cc(OC)ncn2)cc1 | -18
COc1ccc2c3c([nH]c2c1)C(=O)CCC3 | 1
O=C(COc1ccc([N+](=O)[O-])cc1)Nc1cccc(-c2nc3cc(Cl)ccc3o2)c1 | 5
COc1cccc(-c2cc(C(=O)Nc3ccc(S(=O)(=O)Nc4nccc(C)n4)cc3)c3ccccc3n2)c1 | 4
CC12CCC3C(CCC4CCCCC43C)C1CC/C2=N\O (stereo not drawn) | -3
CS(=O)(=O)N(CC(=O)Nc1ccc(Cl)cc1)c1cccc(Cl)c1 | 7
Cc1cc(/C=C2\C(=O)NC(=O)N(c3cccc(Cl)c3)C2=O)c(C)n1-c1cccnc1 | 16
O=C(Nc1ccc2oc(-c3ccc(Cl)cc3Cl)nc2c1)c1ccc2c(c1)OCCO2 | 4
COc1ccc(N(CC(=O)Nc2ccccc2C)S(=O)(=O)c2ccccc2)cc1Cl | 2
O=C(NC(NC(=S)Nc1ccccc1Br)C(Cl)(Cl)Cl)c1ccccc1 (stereo not drawn) | 0
Cc1ccc(N(Cc2ccc(C(=O)NC3CCCC3)cc2)S(C)(=O)=O)cc1C | 8
O=C1/C(=C\c2ccc(-c3ccc([N+](=O)[O-])cc3Br)o2)SC(=S)N1Cc1ccccc1 | -2
Cc1ccc(Cl)cc1NC(=O)CSC(N)=O | 8
CCOc1cc(/C=N/n2cnnc2)ccc1OCCOc1ccc(Br)cc1 | 10
O=C1NC(=O)N(c2ccccc2)C(=O)/C1=C\C=C\c1cccc([N+](=O)[O-])c1 | 3
COC(=O)c1ccc(N2C(=O)CC(NCc3ccc(Cl)c(Cl)c3)C2=O)cc1 (stereo not drawn) | 1
O=C1C(=O)N(c2cccc(Br)c2)C(c2ccccc2[N+](=O)[O-])/C1=C(/O)c1ccccc1 (stereo not drawn) | 7
O=C(NCc1ccccc1)C(=O)Nc1c(O)c2ccccc2[nH]c1=O | 7
CC(C)c1ccc(N2C(=O)NC(=O)/C(=C/c3ccc([N+](=O)[O-])o3)C2=O)cc1 | 8
O=S(=O)(Cc1ccccc1)N1CCN(c2cccc(Cl)c2)CC1 | 8
CCOC(=O)CCC(NC(=O)c1ccc(NCN2C(=O)c3ccccc3C2=O)cc1)C(=O)OCC (stereo not drawn) | 1
CC1=C(C(=O)Nc2ccccc2C)C(c2ccc(F)c(F)c2)C2=C(CC(C)(C)CC2=O)N1 (stereo not drawn) | 8
CCOC(=O)C1=NNC2C(=O)N(c3ccc(C)c(C)c3)C(=O)C12 (stereo not drawn) | 0
CCN=C1SC(CC(=O)Nc2ccc(N3CCCCC3)cc2)C(=O)N1CC (stereo not drawn) | -1
O=C(Cc1ccc(Cl)cc1)Nc1ccc(-c2nc3ccccc3s2)cc1 | -1
COC(=O)C1=C(C)NC(=O)NC1c1ccc(-c2ccccc2)cc1 (stereo not drawn) | 10
CS(=O)(=O)N(CC(=O)Nc1ccccc1Br)c1ccc(Oc2ccccc2)cc1 | 1
C=CCOc1ccc(/C=C2/C(=O)NN(c3ccc(C(=O)OCC)cc3)C2=O)cc1OC | 34
NS(=O)(=O)c1ccc(NC(=O)/C(=C\c2cccs2)NC(=O)c2ccccc2)cc1 | -1
N#C/C(=C/c1ccc(-c2ccc([N+](=O)[O-])cc2)o1)C(=O)N1CCOCC1 | 0
CN=C(NS(=O)(=O)c1ccccc1)c1ccccc1 | 4
COc1ccc(NC2=CC(=O)CC(c3ccco3)C2)c(OC)c1 (stereo not drawn) | 0
COc1cc(/C=C(/C#N)C(N)=O)cc(Br)c1O | -5
(next part)
SMILES | ER stress surv
CCOC(=O)COc1ccc(/C=N\n2nnnc2N)cc1OC | -3
O=C(NCc1ccco1)/C(=C/c1cccc(Oc2ccccc2)c1)NC(=O)c1ccccc1 | 6
COC(=O)c1ccccc1P(C)(C)=O | 8
COc1ccc(C2NC(=O)NC(C)=C2C(=O)Nc2cccc(C)c2)cc1OC (stereo not drawn) | -5
Brc1cccc(C=NN2CCN(Cc3ccccc3)CC2)c1 | 11
O=C(NCCc1cccc(C(F)(F)F)c1)C(=O)Nc1ccccc1F | 1
Oc1ccc(/C=N/N2CCN(Cc3ccc(Cl)cc3)CC2)cc1O | -8
COc1ccc(C(=O)Oc2ccc(/C=C3\SC(N)=NC3=O)cc2)cc1 | 4
O=C(c1ccc(I)cc1)N1CCN(c2ccccc2)CC1 | 6
Cc1ccc(NC2=C(Cl)C(=O)N(c3ccccc3Cl)C2=O)cc1C | 8
O=C(CCN1C(=O)c2cccc3cccc(c23)C1=O)NCc1ccc2c(c1)OCO2 | -6
O=C(CC1(C(F)(F)F)NCCN1)c1cccc([N+](=O)[O-])c1 | -3
Cc1nc(C)c(/C(O)=C/c2nc3ccccc3[nH]c2=O)o1 | -4
Cc1noc([N+](=O)[O-])c1C=Cc1c(C)nn(-c2ccccc2)c1C | 6
O=[N+]([O-])c1ccc(Oc2ccc(S(=O)(=O)Nc3ccc(Cl)cc3)cc2)cc1 | 0
CC(=O)Nc1ccc(NC2=C(Cl)C(=O)c3ccccc3C2=O)cc1 | 6
C=CCOc1ccc(/C=N/NC(=O)CN(Cc2ccccc2)S(=O)(=O)c2ccccc2)cc1 | 42
O=C(/C=C/Nc1ccccc1O)c1ccc(-c2ccccc2)cc1 | 7
CS(=O)(=O)N(Cc1ccccc1)c1ccccc1C(=O)Nc1cccc(C(F)(F)F)c1 | -2
Cc1ccc(NC(=O)/C(=C/c2ccccc2)c2ccccc2)cc1C | 11
O=C(Nc1ccc(OC(F)(F)F)cc1)c1ccc2ccccc2c1 | -2
CCCN1CCC(=NNC(=O)c2cccc([N+](=O)[O-])c2)CC1 | 2
C=C(C)c1cccc(C(C)(C)NC(=O)N2CCN(C/C=C/c3ccccc3)CC2)c1 | -1
COc1ccc(C=NC2=NN(c3ccccc3)CC2)cc1 | 1
Cc1ccc(S(=O)(=O)Nc2cccc(C)c2C)cc1[N+](=O)[O-] | 1
COc1ccc(NC(=O)c2cccc(Cl)c2)cc1 | 7
CCOC(=O)c1c(N2C(=O)C3CC=C(Cl)CC3C2=O)sc2c1CCCC2 (stereo not drawn) | 14
O=C(Nc1ccc(Cl)c(C(F)(F)F)c1)c1ccco1 | 0
Cc1c(Cl)ccc2c1NC(C(=O)O)C1CC=CC21 (stereo not drawn) | 5
O=C(Nc1ccc(Cl)c(-c2nc3ccccc3[nH]2)c1)c1ccncc1 | 7
CN1C(=O)NC(=O)/C(=C/c2ccc(-c3ccc([N+](=O)[O-])cc3Cl)o2)C1=O | 14
O=C(CC12CC3CC(CC(C3)C1)C2)NC1CCCCC1 | 7
NC(=O)c1ccccc1N=Cc1ccc(Cl)c([N+](=O)[O-])c1 | 17
CCc1c(C#N)c(N)nc(SCC(=O)c2cc3ccccc3oc2=O)c1C#N | 9
Cc1ccc(NC(CC(=O)O)C(=O)O)cc1 (stereo not drawn) | -12
Cc1cc(NC(=O)CCc2ccccc2)ccc1NC(=O)CCc1ccccc1 | 7
O=C1c2ccccc2-c2onc3ccc(NC4CCCCC4)c1c23 | -10
C=COCCNC(=O)C(=O)Nc1cccc(C)c1C | 11
Cc1ccc(N(CC(=O)Nc2ccccc2Br)S(C)(=O)=O)cc1Cl | 6
O=C(NC1CCCCCC1)c1ccc(Cl)c([N+](=O)[O-])c1 | -8
CN(C)/C=C1\N=C(c2cccc(F)c2)OC1=O | 7
COc1cc(/C=C2/C(=O)N(c3ccc(Cl)c(Cl)c3)N=C2C)ccc1OC(C)=O | 0
COc1ccccc1C1NC(=O)CS1 (stereo not drawn) | 4
CC(=O)Nc1ccccc1NC(=O)c1ccc(Cl)cc1 | -1
O=C1c2ccc(Oc3ccc4c(c3)C(=O)N(c3ccc(S)cc3)C4=O)cc2C(=O)N1c1ccc(S)cc1 | 9
COc1ccc(N2CC(C(=O)N/N=C/c3ccc([N+](=O)[O-])cc3)CC2=O)cc1 (stereo not drawn) | -1
Cc1ccc(NC(=O)CCC(=O)n2nc(C)cc2C)c(C)c1 | 6
O=C(Nc1ccccc1)Nc1nnc(-c2ccc(Cl)cc2)s1 | 0
CC1(C)CC(NC(=S)Nc2ccccc2)CC(C)(C)N1 | -5
O=C(COc1ccc2c(c1)oc(=O)c1ccccc12)c1ccccc1 | 1
COc1ccc(/C=c2\oc3cccc4c(OC)ccc(c2=O)c34)cc1OC | 8
CC(=O)N1CCN(CC(C)(C)NS(=O)(=O)c2ccccc2)CC1 | 16
CCOc1ccc(/C=C/C(=O)c2ccc(C)cc2)cc1 | -3
CC(=O)Nc1cccc(N=Cc2ccccc2O)c1 | 1
COc1cccc(C(=O)/C=C/c2ccccc2Cl)c1 | -4
CCc1ccccc1NC(=O)c1c(NC(=O)c2ccccc2Br)sc2c1CCC2 | -5
Cc1ccc(Cl)cc1NC(=O)/C(C#N)=C\c1ccc(I)o1 | -4
O=C(/C=C/c1ccccc1)N1CCN(Cc2ccc3c(c2)OCO3)CC1 | 9
Cc1nn(C(=O)c2nn(C)cc2[N+](=O)[O-])c(C)c1Br | 2
O=C(O)c1cccc(S(=O)(=O)N2CCCCCC2)c1 | 22
Next part:
SMILES | ER stress surv
CCN(CC)CCCNS(=O)(=O)c1ccc(Cl)cc1 | -4
CCc1nnc(NC(=O)CSc2nc3ccccc3[nH]2)s1 | 3
Cc1ccc(Cc2ccc(C(=O)Nc3ccc([N+](=O)[O-])cc3)o2)cc1 | 10
COCCOC(=O)C1=C(C)NC2=C(C(=O)CC(C)(C)C2)C1c1cccc(OCc2ccccc2)c1 (stereo not drawn) | -4
CCOc1cc(C(=O)Nc2ccc(F)cc2)cc(OCC)c1OCC | 0
COc1ccc(C(=O)Nc2ccc(Br)cc2F)c(OC)c1 | 6
CC1CC(Nc2ccccc2)c2ccccc2N1C(=O)c1ccc(Cl)c(Cl)c1 (stereo not drawn) | 2
CSc1ccc(/C=C2/SC(=O)N(CN3CCCCC3)C2=O)cc1 | -5
COc1ccc(N(CC(=O)Nc2ccc(C)cc2C)S(=O)(=O)c2ccc(C)cc2)cc1 | 12

The list is partial. The share of hits here may be higher or lower than overall.
